Tb PFK block: inhibitors of T. brucei phosphofructokinase; O15648; T. brucei PFK, ADP-Glo luminescence; 330,000 tested, 0.17% active; Potency, µM (highest dose often 57.5 µM), for the others: at the top dose activity, negative = inhibition, most hits filed as inhibitors;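 also: potency is read from the fitted curve at half-maximal effect; 0% = uninhibited 1x PFK enzyme wells and -100% = no-enzyme wells; nearly all actives have a fitted effect of over 60% in size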
Target sequence (O15648 whole entry, looked up): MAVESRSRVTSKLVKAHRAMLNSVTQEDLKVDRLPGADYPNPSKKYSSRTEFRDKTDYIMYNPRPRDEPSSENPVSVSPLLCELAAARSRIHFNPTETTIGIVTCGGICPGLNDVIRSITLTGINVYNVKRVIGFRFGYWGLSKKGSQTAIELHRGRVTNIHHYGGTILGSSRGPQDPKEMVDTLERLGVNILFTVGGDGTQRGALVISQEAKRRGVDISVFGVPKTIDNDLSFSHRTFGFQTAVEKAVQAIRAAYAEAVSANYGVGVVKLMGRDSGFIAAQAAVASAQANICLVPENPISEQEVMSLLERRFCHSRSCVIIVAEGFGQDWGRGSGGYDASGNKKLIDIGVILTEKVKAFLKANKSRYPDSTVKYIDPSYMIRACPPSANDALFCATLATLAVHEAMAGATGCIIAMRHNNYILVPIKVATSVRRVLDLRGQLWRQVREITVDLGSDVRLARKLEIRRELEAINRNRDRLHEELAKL
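Compounds were pin-transferred as a titration series up to 57 uM into substrate buffer (0.5 mM F6P, 0.1 mM ATP, pH 8.0), then 1.25 nM PFK was added and reactions ran 45 min before ADP-Glo detection.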
B2AR arrestin: recruits beta-arrestin to the human beta2-adrenergic receptor | Potency, µM (top dose mostly 46.1 µM), for the others: at the top dose activation, usual class: activators | P07550 | beta-arrestin recruitment to beta2AR, cell-based reporter | 330,000 tested, 0.02% active;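 also: potency is read from the fitted curve at half-maximal effect; 0% = DMSO controls and full agonism = EC100 isoproterenol or metaproterenol; nearly all actives have a fitted effect of over 65% in size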
ASM inhibitor: blocks human secretory acid sphingomyelinase. P17405. placental ASM, HMU-PC fluorogenic substrate, 60 min. Potency, µM (titrated, usually from 57.5 µM), without a hit: at the top dose activity change, negative = inhibition, usual class: inhibitors. 340,000 tested, 0.006% active. AID 504937; also: potency is read from the fitted curve at half-maximal effect
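Fluorescence read-out (Ex 386 nm, Em 447 nm) after stopping the reaction at pH 10. Enzyme: ASM from human placenta; substrate HMU-PC0, 9 uM final; 60 min, 37 °C. Compound preincubation 10 min, ambient temperature.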
Coupling enz: inhibits coupling enzyme system, counter-screen for aldolase hits; coupling enzyme system counterscreen, AmpLite Red fluorescence; activity change, negative = inhibition, % at 58.2 µM, hits read low; 290,000 tested, 0.67% active; AID 2472; in the data active = activity change below about -30%; also: % is scaled to controls: 0 for no effect and ±100 for the full control effect
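Coupling enzymes only (glyceraldehyde-3-phosphate) + compound, at 57.5 uM final, 10 min RT; add substrate/coupling/AmpLite Red mix, 20 min RT; fluorescence ex 525/em 598 nm. Actives flag coupling-system interference.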
Integrin act MD: activates integrin-mediated alleviation for muscular dystrophy. alpha7betagal myoblasts, beta-gal FDG fluorescence, 48 h. Potency, µM (top dose mostly 38.3 µM), for the others: top-dose activation, usual class: activators. 350,000 tested, 0.064% active. AID 624291;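 also: potency is read from the fitted curve at half-maximal effect; 100% = response of the positive control SU9516; nearly all actives have a fitted effect of over 60% in size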
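Alpha7betagal+/- myoblasts (passage 13) were plated 16-24 hr, then exposed to compounds (1:260 dilution of DMSO stock) for 48 hours at 37C. After MPER lysis, β-galactosidase reporter activity was read as FDG fluorescence (ex 480/em 540) after 30 minutes.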
PKM2 act: activators of human pyruvate kinase M2. purified PKM2, Kinase-Glo ATP luminescence, activation; response scale: 0% is enzyme alone, no compound. 260,000 tested, 0.34% active. P14618. Potency, µM (series often up to 57.5 µM), for inactives: at the highest dose activation, actives largely listed as activators. AID 1631; also: potency is read from the fitted curve at half-maximal effect; % is scaled to controls: 0 for no effect and ±100 for the full control effect; nearly all actives have a fitted effect of over 55% in size
Target sequence (P14618 whole entry, looked up): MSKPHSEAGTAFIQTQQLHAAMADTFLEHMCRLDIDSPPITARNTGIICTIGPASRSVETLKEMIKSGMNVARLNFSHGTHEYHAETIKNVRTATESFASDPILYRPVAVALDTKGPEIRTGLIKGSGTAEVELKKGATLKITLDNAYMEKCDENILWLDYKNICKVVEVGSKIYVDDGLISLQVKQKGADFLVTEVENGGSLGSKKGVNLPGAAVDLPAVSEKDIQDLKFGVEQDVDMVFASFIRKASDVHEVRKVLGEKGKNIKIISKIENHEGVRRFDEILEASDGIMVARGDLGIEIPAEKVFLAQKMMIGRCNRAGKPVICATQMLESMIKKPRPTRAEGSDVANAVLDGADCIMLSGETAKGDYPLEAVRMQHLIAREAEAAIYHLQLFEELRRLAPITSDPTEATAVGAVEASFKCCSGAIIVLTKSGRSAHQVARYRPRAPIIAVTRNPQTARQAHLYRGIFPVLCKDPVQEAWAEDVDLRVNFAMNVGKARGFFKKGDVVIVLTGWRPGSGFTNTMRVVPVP
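hPK-M2, >95% pure; 0.1 mM ADP / 0.5 mM PEP final; imidazole pH7.2 buffer w/ 7 mM MgCl2, 50 mM KCl; 1 h RT; Kinase-Glo lum. Intermediate enzyme activity for dual inhibitor/activator qHTS.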
Chronic BCR inh: chronic active BCR signaling inhibition. ABC-DLBCL IkBa-CBG/CBR reporter, luminescence ratio, 4 h. Potency, µM (doses to about 46.1 µM), without a hit: at the top dose ratio change, negative = lower green/red ratio, most hits filed as inhibitors. 340,000 tested, 0.05% active. AID 493014; active = well fitted inhibition curve with a large enough effect in the signal ratio, with a control signal flat, not every such curve was filed as active; inconclusive = small, poorly fitted or top-dose-only effect, or effect the other way, or a change in a side signal; the % refers to the signal ratio;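 also: potency is read from the fitted curve at half-maximal effect; plate controls were basal doxycycline-induced cells for no effect and cells given 10 µM MG132 for full effect; MG132 reads +100%, hits lower the ratio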
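Concentration-response series (up to 46 uM) were applied to TMD8 dual-reporter cells for 4 h at 37C with doxycycline. Green/red ratio, after filter-overlap correction, defined %Activity; red signal alone was normalised to basal cells and zero luminescence.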
TSG101-PTAP inh: blocks PTAP/TSG101 interaction to inhibit HIV-1 budding; Q99816; Potency, µM (highest dose often 115 µM), inactives show at the top dose activity change, negative = inhibition, actives largely listed as inhibitors; 340,000 tested, under 10 active; Fluorescence polarization, FITC-PTAP peptide / Tsg101 binding; AID 493005; active = well fitted inhibition curve with a large enough effect in the main read-out, with a control signal flat, not every such curve was filed as active; inconclusive = small, poorly fitted or top-dose-only effect, or effect the other way, or a change in a side signal; inactive = no such curve, though single readings can be large or run the other way; also: potency is read from the fitted curve at half-maximal effect; % of control where 0% means no effect
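Fluorescence anisotropy tracks displacement of a FITC-tagged PTAP peptide (50 nM) from the Tsg101 binding domain (10 uM), following a 20 min room-temperature incubation at pH 7.5.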
Giardia killer: kills Giardia lamblia; Giardia lamblia trophozoite viability; activity change, % at 7.66 µM, hits read low; 340,000 tested, 0.15% active; in the data active = activity change below about -80%; inconclusive = between about -30% and that limit;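 also: parasites exposed to compound for two days anaerobically before the ATP read; % is scaled to controls: 0 for no effect and ±100 for the full control effect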
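Trophozoite viability was measured as ATP-dependent luminescence, read 15-30 min after reagent addition. Before that, parasites at 100 cells/well were exposed to compounds for 48 h, anaerobically, at 37 deg C.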
GALK inh: galactokinase (human) inhibition; P51570; Purified GALK, Kinase-Glo residual ATP luminescence; Potency, µM (titrated, usually from 57.5 µM), inactives show at the top dose activity change, negative = inhibition, usual class: inhibitors; 270,000 tested, 0.007% active; AID 1868; also: potency is read from the fitted curve at half-maximal effect; % is scaled to controls: 0 for no effect and ±100 for the full control effect
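Kinase-Glo Plus luminescence measured ATP left after a 1 h room-temperature reaction. The reaction used 5 nM GALK, 100 uM galactose and 35 uM ATP at pH 8.0 (20 mM HEPES, 5 mM MgCl2, 60 mM NaCl, 1 mM DTT, 0.01% BSA).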
Menin MLL FP TR: menin-MLL binding inhibition, Texas Red mutant peptide | O00255 | Menin + Texas Red MLL mutant peptide, fluorescence polarization | Potency, µM (top dose mostly 61.6 µM), for inactives: top-dose FP activity change, negative = inhibition, most hits filed as inhibitors | 270,000 tested, 0.23% active; active = well fitted inhibition curve with a large enough effect in the polarisation, with a control signal flat, not every such curve was filed as active; inconclusive = small, poorly fitted or top-dose-only effect, or effect the other way, or a change in a side signal; inactive = no such curve, though single readings can be large or run the other way; the % refers to the polarisation; also: potency is read from the fitted curve at half-maximal effect; % of control where 0% means no effect; many of its hits are not listed in these tables
* marks the source's active call; other numbers are inactive results; i = inactive; ? = inconclusive; . = not tested or not shown; [ ] = another dose, or the depositor's remark. Unless noted, calls follow the shape of the dose curve; as a rule, active = well fitted curve in the direction sought with a large enough effect; inconclusive = small, poorly fitted or top-dose-only effect, or another doubt; inactive = no such curve, though single readings can be large; an effect the other way counts as inactive or inconclusive. A portion of the library (hit frequency here may not be typical).

SMILES	Tb PFK block	B2AR arrestin	ASM inhibitor	Coupling enz	Integrin act MD	PKM2 act	Chronic BCR inh	TSG101-PTAP inh	Giardia killer	GALK inh	Menin MLL FP TR
O=C(O)CC1(CC(=O)NCc2ccncc2)CCCCC1	13%	8.7%	-1%	5	4%	0%	-5%	-1%	-15	-2%	.
Cc1c(C=O)c(=O)n(-c2ccccc2)n1C	5%	-0.1%	2%	0	-4%	-8%	-1%	-8%	7	-2%	-3%
O=C1N(c2ccccc2C(F)(F)F)O[C@@]1(c1ccccc1)C1CCCCC1	0%	0.1%	5%	.	11%	.	0%	-4%	-19	.	.
Cc1ccc2[nH]c3c(NCCCN4CCCC4=O)ncnc3c2c1	-6%	0.2%	5%	0	-12%	-1%	19%	-4%	20	2%	5%
C=CCN1CCN(C(c2cc(OC)ccc2OC)c2nnnn2CC2CCCO2)CC1 (stereo not given)	0%	0.1%	-1%	5	-10%	-16%	7%	-9%	9	5%	-10%
O=C(N/N=C/C1CC=CCC1)c1ccc(O)cc1O (stereo not given)	-2%	9.3%	4%	-4	-1%	-2%	?	-2%	-11	.	-19%
COCCN=C1NN=C(c2cc(C)n(CC3CCCO3)c2C)CS1 (stereo not given)	-3%	-0.1%	-4%	-5	-45%[inhibitor]	-1%	0%	1%	-15	3%	-19%
Cc1c(C2Nc3ccccc3NC3=C2C(=O)CC(C)(C)C3)cnn1C (stereo not given)	13%	0.5%	7%	-28	9%	-2%	?	-5%	-7	1%	-17%
CCOC(=O)c1sc(NC(=S)NC(=O)c2cccc(Cl)c2)c(C(=O)OCC)c1C	-5%	-0.3%	2%	1	12%	1%	15%	1%	-4	2%	8%
COc1ccc(CC(=O)NNC(=O)COc2ccc(Cl)cc2C)cc1S(=O)(=O)N1CCOCC1	1%	-1.0%	-1%	.	0%	.	1%	-3%	-7	.	.
S=C(NCc1ccc(Cl)cc1)NN1CCOCC1	-1%	-0.1%	-2%	1	0%	5%	0%	-2%	20	7%	11%
O=C(Nc1cccc(S(=O)(=O)N2CCOCC2)c1)C(c1ccccc1)N1CCCCC1 (stereo not given)	-5%	0.2%	2%	-2	-11%	1%	1%	-1%	18	5%	-6%
Cc1ccc(C(=O)N/C(=C\c2ccco2)C(=O)NCCN2CCOCC2)cc1	0%	-0.2%	2%	-2	-13%	.	0%	0%	13	6%	?
O=C(C[n+]1cnn(CC(=O)c2ccc(Cl)cc2Cl)c1)c1ccc([N+](=O)[O-])cc1	0%	1.8%	-3%	-2	-47%[inhibitor]	8%	9%	-1%	0	0%	-15%
O=C(CCn1c(=S)[nH]c2ccccc2c1=O)N1CCOCC1	-4%	-0.2%	1%	-3	-8%	-12%	-16%	-2%	-28	3%	-2%
Cc1cc(C(=O)Nc2nc(-c3ccccn3)cs2)ccc1[N+](=O)[O-]	-3%	-0.6%	-5%	-5	-43%	9%	-12%	0%	-16	8%	?
O=C1CN2C(=N1)N(Cc1ccccc1)c1ccccc12	-8%	-2.5%	0%	-1	-4%	-6%	-1%	-2%	1	0%	-24%
Cc1ccc(NC(=O)C2CCN(S(=O)(=O)c3ccccc3)CC2)cc1	-1%	-0.5%	1%	1	25%	0%	0%	1%	-4	12%	11%
CCOc1cc(C2NC(=O)NC(C)=C2C(=O)OC(C)CC)cc(Br)c1O (stereo not given)	-3%	0.3%	1%	-2	-26%	-1%	?	-9%	9	3%	6%
COc1cc(NC(=S)N2CCN(S(C)(=O)=O)CC2)cc(OC)c1	-5%	0.0%	-2%	.	-6%	-6%	1%	-2%	8	-4%	.
CC(=O)N1CCc2cc(C(=O)CN3CCN(c4ccccc4F)CC3)ccc21	5%	0.4%	-1%	0	6%	?	-10%	1%	-28	2%	-6%
COc1cc(/C=N\NC(=O)c2ccc(C)nc2)ccc1OC(=O)c1ccco1	-4%	-0.7%	-2%	-1	16%	0%	?	1%	-1	0%	-3%
Cc1cc(NC(=O)CSc2nc(C(C)(C)C)nc3ccccc23)no1	8%	-1.3%	4%	0	-56%	0%	1%	0%	2	0%	4%
Cc1cccc(N2C(=O)CC(n3ccnc3)C2=O)c1C (stereo not given)	4%	-0.4%	6%	3	-4%	3%	-3%	-4%	36[activator]	1%	12%
CC1CN(c2ccc([N+](=O)[O-])cc2F)CCN1C(=O)c1ccco1 (stereo not given)	-9%	-0.3%	-3%	3	-21%	-13%	-1%	.	3	7%	-19%
COn1c(SCc2ccccc2)nc2ccccc2c1=O	-8%	0.4%	-12%	8	-14%	-3%	11%	-2%	4	0%	-14%
CC1(C)OC(=O)C(=CNc2ncccn2)C(=O)O1	1%	-0.1%	1%	-3	19%	0%	1%	-8%	5	-3%	-3%
COc1cc(CCCN[C@H](CN)Cc2ccccc2)cc(OC)c1OC	7%	3.6%	6%	.	-2%	.	2%	0%	-8	.	.
CCOC(=O)/C=C1\Nc2ccccc2SC1=O	0%	-0.5%	-1%	-1	-35%	10%	7%	-5%	40[activator]	-1%	-3%
O=C(c1ccco1)N1CCN(c2c([N+](=O)[O-])nn(-c3ccc(Cl)cc3)[n+]2[O-])CC1	-2%	0.0%	-1%	0	-14%	-5%	4%	-7%	?	1%	-12%
Cc1cc(NC(=O)CSc2nc(-c3ccco3)cc(C(F)(F)F)n2)n(-c2ccccc2)n1	3%	-0.7%	0%	-1	22%	18%	?	-1%	-16	1%	23%
COc1ccccc1NC(=O)CCCN1C(=O)C2CC=CCC2C1=O (stereo not given)	2%	-0.6%	0%	.	-10%	-2%	3%	.	1	-3%	.
COc1ccc(CCNC(=O)CNC(=O)c2ccco2)cc1	4%	-0.5%	3%	2	15%	-1%	5%	-3%	7	6%	-1%
CCOc1ccc(N(Cc2cc3ccc(C)cc3[nH]c2=O)S(C)(=O)=O)cc1	4%	0.1%	-2%	-4	-15%	-6%	?	3%	-13	-1%	.
CC(C)CN1C(=O)C(=O)N(CC(=O)c2ccc3c(c2)CCCC3)C1=O	13%	0.2%	-2%	.	-3%	.	?	1%	-17	.	.
OC[C@@H]1[C@@H](c2ccc(F)cc2)C(c2cccc(Cl)c2)=NN1c1ccccc1	2%	0.3%	i	-3	-3%	.	5%	-2%	7	.	?
CN(CCNC(=O)Cn1c(=O)sc2ccccc21)Cc1ccccc1	-1%	-0.2%	-4%	2	1%	15%	-1%	-3%	-13	1%	-4%[11.7 µM]
Cc1ccccc1NC(=O)CSc1cn[nH]n1	2%	-0.6%	3%	2	8%	.	2%	-14%	-8	-1%	-4%
CCOc1ccc(N(C)S(=O)(=O)c2ccc(C)c(C(=O)NCCc3ccc(OC)cc3)c2)cc1	-9%	0.8%	?	.	-35%	.	12%	-2%	7	.	.
N/C(=N\c1nc(CSc2nc3ccccc3s2)cc(=O)[nH]1)Nc1ccc(F)cc1	-5%	0.0%	2%	2	-17%	-4%	0%	-1%	-9	-2%	.
CN(C)S(=O)(=O)c1ccc(NC(=S)NC(=O)c2cccs2)cc1	8%	3.3%	-1%	2	14%	1%	-7%	-4%	-12	-2%	?
Cc1ccccc1NC(=O)N1CCCC1C(=O)NCc1ccccc1 (stereo not given)	-1%	-0.8%	1%	2	23%	0%	4%	-5%	-5	-2%	7%
Cc1c(C(=O)Nc2nccs2)oc2ccc(F)cc12	5%	0.4%	0%	.	3%	.	5%	-4%	-25	.	.
COCCNc1cc(NCCOC)c([N+](=O)[O-])cc1[N+](=O)[O-]	1%	-1.2%	-4%	-1	-22%	-12%	0%	-3%	?	3%	3%
CCc1ccc(NC(=O)c2ccc3c(c2)C(=O)N(CCOC)C3Nc2ccc(CC)cc2)cc1 (stereo not given)	3%	-0.2%	-2%	6	-7%	-4%	-1%	0%	2	.	9%
CCN1CCN(CCCNC(=O)C2CCCN(c3nnc(-n4cccc4)s3)C2)CC1 (stereo not given)	-3%	0.0%	4%	2	1%	-3%	2%	3%	-6	-1%	-7%
O=C(Nc1cccc(-c2nc3cccnc3s2)c1)c1cccnc1Cl	1%	-0.2%	-6%	-2	-4%	2%	-15%	-5%	7	-1%	.
CC(Nn1cnnc1)c1cc(Cl)ccc1O (stereo not given)	-10%	-1.0%	11%	-3	2%	12%	-1%	0%	-5	1%	-8%
O=C(N/N=C\c1cccc(Cl)c1)c1ccc(Cn2cccn2)o1	-1%	-0.9%	-2%	-3	-11%	10%	0%	-4%	-7	2%	-1%

Source: PubChem BioAssay (National Center for Advancing Translational Sciences (NCATS))
